Compound activity from PubChem.
T cell modulator – T cell immune modulators affecting CD8 T cell-vesicle binding | calls only at 7 µM | 0.068% of 330,000 active | 2C CD8+ T cell-vesicle binding, flow cytometry; hits give low values;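 active = response, share of CD8 T cells binding vesicles, and their 90th percentile fluorescence all below set limits, cut at about 80% in these data, passing the limit was not always enough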
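Also added: QL9-peptide-loaded Drosophila micro-vesicles bearing Ld, ICAM-1 and B7-1; Test system: purified 2C TCR transgenic mouse naive CD8+ T cells; Measured by: cytometric PE anti-B7-1 and Alexa647 anti-CD8 signals after 1% paraformaldehyde fixation; Timing: binding step 1.5 h, 37 °C, antibody labelling 20 min, ice.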
Myeloid diff MLP – promotes myeloid progenitor differentiation | ER-HoxA9 myeloid progenitors, lysozyme-GFP differentiation, flow cytometry | calls only at 10 µM | 1% of 360,000 active | AID 624256;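 active = normalized GFP-positive differentiation at or above the plate's own cutoff, the solvent-only control mean plus 3 SD; inconclusive = no clear call, values can overlap the other calls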;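 note: cells exposed to compound for four days before flow analysis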
bCat nuc transl – alters nuclear translocation of beta-catenin in HeLa cells; immunofluorescence imaging; nuclear translocation activity, % at 5 µM; 0.3% of 190,000 active; AID 1665;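 active = nuclear translocation activity above 50% at 5 µM, with a well cell count of 50 or more; inconclusive = wells under 50 cells across six images, flagged as toxic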;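 note: per-cell ratio of nuclear to cytoplasmic median beta-catenin stain intensity; plate controls were DMSO negative control for no effect and GSK-3 inhibitor IX positive control for full effect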
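Read-out: Nuclear/cytoplasmic beta-catenin signal ratio, % activation | Assay system: Human HeLa cell line | Times: 24 h compound exposure at 37°C, 5% CO2 | Signal: Fluorescence imaging of beta-catenin antibody stain plus DAPI | Dosing: 5 µM primary, 0.02–20 µM confirmation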
SV40 large T antigen – SV40 large T antigen inhibitors, biochemical (AID 1903). SV40 large T antigen ATPase/helicase inhibition assay; higher % means a stronger effect. one-dose inhibition, % at 20 µM; IC50 in µM for titrated hits. 0.39% of 310,000 active; in the data active = a potency from the dose series; inconclusive = inhibition mostly from about 32% at the one dose, without a potency; inactive = the rest, 99 in 100 with inhibition below about 32%; note: strong numbers were not always called active
RSV antiviral HEp-2 – inhibition of RSV-induced cytopathic effect – HEp-2 cells, primary 10 µM value included (AID 2391); HEp-2 cells, RSV-induced CPE inhibition; higher % means a stronger effect; CPE inhibition, % at 10 µM; hits with a dose series show IC50 in µM; 0.13% of 310,000 active; in the data active = a potency from the dose series; inconclusive = CPE inhibition mostly from about 23% at the one dose, without a potency; inactive = the rest, 99 in 100 with CPE inhibition below about 21%; note: strong numbers were not always called active
WT yeast gro inh – growth inhibition of WT yeast, mitochondrial fusion screen; inhibition, % at 10 µM; 2.1% of 190,000 active; AID 1362; mitochondrial fusion phenotypic screen, WT strain; in the data active = inhibition above about 58%; tested in S. cerevisiae
PhoP inhibition – PhoP-dependent GFP reporter repression – Salmonella Typhimurium, primary screen (AID 1863); S. Typhimurium PhoP-regulated promoter GFP reporter, 4 h; higher % means a stronger effect; one-dose inhibition, % at 50 µM; IC50 in µM for titrated hits; 0.16% of 300,000 active;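 active = inhibition over 29.93%, a cutoff 3 SD above the screen mean, later confirmed by dose response; inconclusive = inhibition over 29.93% but no dose response follow-up; inactive = inhibition at most 29.93% or unconfirmed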;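 note: 0% = low Mg2+ inducing control and 100% = high Mg2+ repressing control; strong numbers were not always called active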
West Nile virus CPE – West Nile virus antiviral activity, cell-based, CPE readout (AID 1621); West Nile virus-infected cells, CPE inhibition; higher % means a stronger effect; 0.02% of 290,000 active; one-dose CPE inhibition, % at 10 µM; IC50 in µM for titrated hits; in the data active = a potency from the dose series; inconclusive = CPE inhibition mostly from about 3.7% at the one dose, without a potency; inactive = the rest, 99 in 100 with CPE inhibition below about 2.2%; note: strong numbers were not always called active
MgcRacGAP inhibition – MgcRacGAP GTPase-activating activity inhibitors, confirmation, biochemical, ADP Hunter fluorescence | MgcRacGAP-stimulated Rac1 GTP hydrolysis, ADP Hunter fluorescence; higher % means a stronger effect; GST-tagged Rac1 F28L mutant substrate | inhibition, % at 30 µM, or IC50 in µM where a hit was titrated | 0.6% of 340,000 active | AID 624330;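 active = first-screen hits whose inhibition reached a set limit at any dose in the follow-up dose series; inconclusive = inhibition above the set first-screen limit but never retested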;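 note: fluorescence reports GDP produced by GAP-driven GTP hydrolysis; strong numbers were not always called active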
WT yeast gro inh mutant strain – further read-out of WT yeast gro inh, marked with its call; inhibition, %; mitochondrial fusion phenotypic screen, mutant strain inhibition
bCat nuc transl cell count 5 µM – further read-out of bCat nuc transl, marked with its call; cell count; measured here: cell count, cytotoxicity flag
T cell modulator vesicle-bound % – recorded beside T cell modulator, whose call it bears; double positive events, %; measured here: CD8+ vesicle-bound cell fraction;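 binding gate set so that unloaded-vesicle control wells show 10% double positive cells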
Myeloid diff MLP GFP+ MAC1+ % – also measured in Myeloid diff MLP; calls as there; GFP+ MAC1+ double positive, %; measured here: differentiation confirmed by MAC1 staining
Numbers without * were called inactive; i = inactive; ? = inconclusive; / = not tested or not shown; + = active, no number.

SMILES	T cell modulator	T cell modulator vesicle-bound %	Myeloid diff MLP	Myeloid diff MLP GFP+ MAC1+ %	bCat nuc transl	bCat nuc transl cell count 5 µM	SV40 large T antigen	RSV antiviral HEp-2	WT yeast gro inh	WT yeast gro inh mutant strain	PhoP inhibition	West Nile virus CPE	MgcRacGAP inhibition
O=C1NCCN(Cc2cccc(Oc3ccccc3)c2)C1CC(=O)N1CCCCO1 (centres undefined)	i	59	i	0.8	-2.5	986	8%	2.4%	-18	-9	5%	-0.1%	-5%
CN(Cc1cnccn1)Cc1cn(Cc2ccccc2)nc1-c1ccc2c(c1)OCO2	i	39	i	0.5	0.9	984	4%	-0.8%	5	13	-5%	-0.8%	-3%
CCc1c(C#N)c(=O)[nH]c(=O)n1-c1ccccc1	i	24	i	1.5	/	/	1%	/	/	/	/	/	-14%
Cc1ccc(NC(=O)CN2C(=O)NC3(CCCc4ccccc43)C2=O)c([N+](=O)[O-])c1 (centres undefined)	i	11	i	0.7	/	/	-13%	0.9%	/	/	-6%	-1.1%	5%
O=C(NCc1nc2ccccc2[nH]1)c1cccc(S(=O)(=O)N2CCCCC2)c1	i	25	i	0.6	-2.0	1145	10%	1.5%	-5	14	3%	-1.0%	2%
CC(OC(=O)c1ccc(Cl)c(S(N)(=O)=O)c1)C(=O)NCC1CCCCC1 (centres undefined)	i	70	i	0.1	/	/	/	2.9%	/	/	/	/	1%
COCCCNC(=O)CN(CCc1ccccc1)S(=O)(=O)c1ccccc1	i	47	i	0.2	0.6	1505	2%	-1.7%	-7	-1	1%	-0.6%	6%
COc1ccccc1N(Cc1cc(=O)[nH]c2ccccc12)C(=O)c1ccccc1	i	27	i	0.2	0.6	1328	9%	4.3%	/	/	4%	0.5%	11%
COc1ccc(C(=O)N/N=C(\C)c2ccc(NC(=O)Cc3ccccc3)cc2)c(OC)c1	i	67	i	3.1	/	/	2%	0.6%	/	/	2%	0.0%	-6%
CC[C@@H](Nc1ncnc2c1oc1ccccc12)C(=O)O	i	30	i	0.4	0.4	1320	7%	-0.1%	/	/	-1%	0.3%	-6%
COc1ccc2[nH]c(C)c(CCN(Cc3cccs3)C(=S)Nc3ccccc3)c2c1	i	37	i	3.0	-2.1	1132	9%	5.2%	42	19	-39%	-0.3%	6%
O=C(Nc1cc(Cl)ccn1)C1(c2ccccc2)CC1(Cl)Cl (centres undefined)	i	28	i	1.0	-3.8	1244	6%	?	/	/	1%	-0.6%	-13%
COCCOC(=O)c1c(C)oc2ccc(OS(C)(=O)=O)cc12	i	22	i	0.5	1.8	1324	19%	16%	12	-1	8%	-1.2%	3%
O=C(NCc1ccncc1)c1ccc(Cl)c(S(=O)(=O)N2CCOCC2)c1	i	48	i	0.6	-5.2	966	8%	1.4%	9	2	1%	0.1%	2%
COC1(OC)N=C(N)C2(C#N)C(c3ccccc3)NC(C)=CC12C#N (centres undefined)	i	36	i	1.3	-0.6	766	37%	1.7%	-24	-24	-18%	0.0%	2%
CC(C)=CCN1CCN(Cc2c(C)nn(C)c2Cl)CC1CCO (centres undefined)	i	62	i	0.3	-0.1	1523	25%	0.5%	6	-11	-3%	-0.2%	3%
O=C(NCc1cccc(F)c1)c1cccc(OC2CCN(C(=O)C3CC3)CC2)c1	i	59	i	1.0	/	/	11%	0.8%	/	/	8%	-1.2%	10%
Cc1cnc(NC(=O)Cc2ccc(Br)cc2)s1	i	62	i	0.5	/	/	6%	0.2%	/	/	-6%	-0.7%	12%
COC(=O)[C@H](CC(C)C)NC(=O)N1CCN(c2cccc(C(F)(F)F)c2)CC1	i	11	i	0.5	6.2	1045	14%	0.1%	-15	-10	1%	-1.0%	9%
Cc1cccc(CSc2nnc(Cn3c(=O)sc4ccccc43)n2C)c1	i	25	i	1.5	-2.6	1218	8%	-0.3%	4	3	-10%	0.0%	5%
CCCn1c(N)c(C(=O)COC(=O)CNC(=O)c2ccc(C)c(C)c2)c(=O)n(C)c1=O	i	28	i	0.8	/	/	/	1.0%	/	/	/	/	2%
O=C(NC(=S)N1CCN(Cc2ccc3c(c2)OCO3)CC1)c1ccc(Cl)cc1	i	40	i	0.4	-1.8	1088	16%	5.4%	62*	38*	11%	-1.7%	9%
COCc1cc(C)[nH]c(=O)c1C(=O)NC12CC3CC(CC(C3)C1)C2	i	42	i	3.9	0.7	1520	8%	1.9%	3	-18	10%	-0.6%	-4%
CC(=O)COc1coc(CN2CCN(c3ccc(F)cc3)CC2)cc1=O	i	31	i	0.3	/	/	9%	0.2%	/	/	-1%	-0.1%	4%
COCCNC(=O)c1cc2nc(-c3ccc(F)cc3)cc(C(F)(F)F)n2n1	i	30	i	0.7	-0.2	1569	-2%	-0.4%	-14	-7	4%	0.0%	5%
O=[N+]([O-])c1ccc(S(=O)(=O)N2CCSC2c2ccco2)cc1 (centres undefined)	i	32	i	0.3	-1.2	1129	47%	0.2%	/	/	-12%	0.1%	8%
COCCOC(=O)C1=C(C)N(Cc2ccccc2)C(=O)NC1c1cccc(OC)c1OC (centres undefined)	i	34	i	0.3	/	/	0%	?	/	/	4%	-0.8%	6%
COCCNC(=O)C(Cc1c[nH]c2ccccc12)NC(=O)OCc1ccccc1 (centres undefined)	i	64	i	0.6	/	/	10%	-0.2%	/	/	9%	-0.5%	4%
COc1ccc2nc(NC(=O)CN(C)S(=O)(=O)c3cccs3)sc2c1	i	18	i	8.2	1.6	1069	8%	3.6%	7	22	-8%	-0.5%	3%
O=C(c1cccc(Cl)c1)C1CCCN(C(=O)c2ccc3c(c2)OCO3)C1 (centres undefined)	i	24	i	0.0	/	/	8%	8.4%	/	/	13%	0.0%	13%
CCC(C)NC(=O)c1ccc(NC(=O)C2=C(C)OCCS2)cc1 (centres undefined)	i	10	i	1.5	/	/	2%	0.4%	/	/	7%	0.3%	7%
CCC(=O)Nc1cc2c3c(c1)CCC(=O)N3CCC2	i	2	i	2.4	/	/	9%	2.0%	/	/	-6%	-0.3%	4%
CCCCc1nnc(NC(=O)C(=O)OCC)s1	i	45	i	0.3	1.0	1585	1%	2.2%	0	6	-14%	0.0%	0%
Cc1cc(=O)[nH]c2c1c(C)nn2-c1ccccc1	i	21	i	1.1	0.6	1183	6%	-0.3%	-4	-3	1%	0.2%	9%
CCOC(=O)C1=C(NC(=S)NC(=O)c2ccccc2)c2ccccc2CC1C(C)C (centres undefined)	i	56	i	0.6	-0.1	1089	6%	3.6µM*	78*	29*	-1%	-0.2%	11%
CC(=O)NCC(=O)NC(Cc1ccccc1)C(N)=O (centres undefined)	i	57	i	0.7	-1.6	1295	11%	0.5%	-15	4	5%	0.6%	12%
CCOc1ccccc1-n1c(SCC(=O)NC(C)(C)C)nnc1-c1ccoc1C	i	49	i	0.0	-0.6	1387	15%	1.8%	23	27	2%	?	2%
COc1ccc(S(=O)(=O)N2CCOC2CNC(=O)C(=O)NCCc2c[nH]c3ccccc23)cc1 (centres undefined)	i	32	i	1.7	-0.2	562	9%	0.9%	7	-5	16%	/	-1%
COC(=O)[C@]1(C)N[C@H](c2ccc(-c3ccc(Cl)c(Cl)c3)c(OC)c2)[C@@H]2C(=O)N(C)C(=O)[C@@H]21	i	35	?	/	/	/	9%	6.7%	/	/	5%	/	11%
CCN(CC)c1ccc(/C=C2/SC(=O)N(C(C)C)C2=O)o1	/	/	+	2.1*	-2.4	500	23%	/	57	27	10%	?	48µM*
CCOC(=O)C1CCN(C(=O)CCc2nnc3ccc(N4CCN(C)CC4)nn23)CC1	i	15	i	1.0	/	/	/	-2.1%	/	/	1%	0.6%	-39%
CCCNC(=O)C12CCC(C)(C(=O)O1)C2(C)C (centres undefined)	i	58	i	0.7	0.4	1339	15%	3.1%	/	/	-4%	-0.3%	/
Cc1ccc2c(C(=O)CCl)c(C)[nH]c2c1	i	4	i	0.3	-1.3	1266	17%	6.4%	/	/	10%	0.1%	7%
COc1ccc(/C(C)=N/NC(=O)c2nc(C)cc(C)n2)cc1	i	46	i	0.8	-2.0	1243	17%	1.2%	-6	-9	5%	0.5%	-2%
Cc1cccn2c(=O)c3cc(C(=O)NC4CCCCC4)n(C)c3nc12	i	17	?	/	/	/	4%	7.4%	/	/	3%	?	5%

Whole records as entered above. Values in the order: T cell modulator | T cell modulator vesicle-bound % | Myeloid diff MLP | Myeloid diff MLP GFP+ MAC1+ % | bCat nuc transl | bCat nuc transl cell count 5 µM | SV40 large T antigen | RSV antiviral HEp-2 | WT yeast gro inh | WT yeast gro inh mutant strain | PhoP inhibition | West Nile virus CPE | MgcRacGAP inhibition
Record of `Cc1cc(=O)[nH]c2c1c(C)nn2-c1ccccc1` : i | 21 | i | 1.1 | 0.6 | 1183 | 6% | -0.3% | -4 | -3 | 1% | 0.2% | 9%
Record of `CCOC(=O)C1=C(NC(=S)NC(=O)c2ccccc2)c2ccccc2CC1C(C)C` (centres undefined) : i | 56 | i | 0.6 | -0.1 | 1089 | 6% | 3.6µM* | 78* | 29* | -1% | -0.2% | 11%

The list goes on:
SMILES	T cell modulator	T cell modulator vesicle-bound %	Myeloid diff MLP	Myeloid diff MLP GFP+ MAC1+ %	bCat nuc transl	bCat nuc transl cell count 5 µM	SV40 large T antigen	RSV antiviral HEp-2	WT yeast gro inh	WT yeast gro inh mutant strain	PhoP inhibition	West Nile virus CPE	MgcRacGAP inhibition
Cc1ccc(C(=O)N/C(=C\c2ccc(-c3cccc([N+](=O)[O-])c3)o2)C(=O)NCCCN(C)C)cc1	i	68	i	0.5	/	/	21%	-1.3%	/	/	4%	2.5%	12%
Cc1nc(NCCc2ccccc2)c2nnn(Cc3ccccc3)c2n1	i	45	i	0.4	/	/	7%	0.8%	/	/	-1%	-1.0%	0%
CC1CN(S(=O)(=O)c2csc(C(=O)Nc3ccccc3)c2)CC(C)O1 (centres undefined)	i	22	i	3.7	/	/	11%	4.0%	/	/	-3%	-1.0%	3%
COC(=O)C1=C(C)N(C)C(C)=C(C(=O)OC)C1c1cccc(Br)c1	i	49	i	0.3	-1.3	1161	5%	7.4%	24	10	5%	0.1%	0%
CC(C)OC(=O)C1C2C=CC3(CN(CC4CCCO4)C(=O)C13)O2 (centres undefined)	i	34	i	0.8	0.1	1075	17%	1.2%	10	13	-11%	-0.1%	8%
